M5 antag: CHRM5 antagonism in calcium assay. CHO-hM5 cells, Fluo-8 calcium fluorescence, ACh EC80. inhibition, % at 3 µM. 360,000 tested, 0.59% active. AID 624040;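 active = inhibition above a per-plate cutoff, the mean of that plate's test compounds plus 3 SD, cut at about 27% in these data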;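 note: 0% = acetylcholine EC80 with DMSO and 100% = DMSO without agonist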
Target sequence (P08912 whole entry, looked up): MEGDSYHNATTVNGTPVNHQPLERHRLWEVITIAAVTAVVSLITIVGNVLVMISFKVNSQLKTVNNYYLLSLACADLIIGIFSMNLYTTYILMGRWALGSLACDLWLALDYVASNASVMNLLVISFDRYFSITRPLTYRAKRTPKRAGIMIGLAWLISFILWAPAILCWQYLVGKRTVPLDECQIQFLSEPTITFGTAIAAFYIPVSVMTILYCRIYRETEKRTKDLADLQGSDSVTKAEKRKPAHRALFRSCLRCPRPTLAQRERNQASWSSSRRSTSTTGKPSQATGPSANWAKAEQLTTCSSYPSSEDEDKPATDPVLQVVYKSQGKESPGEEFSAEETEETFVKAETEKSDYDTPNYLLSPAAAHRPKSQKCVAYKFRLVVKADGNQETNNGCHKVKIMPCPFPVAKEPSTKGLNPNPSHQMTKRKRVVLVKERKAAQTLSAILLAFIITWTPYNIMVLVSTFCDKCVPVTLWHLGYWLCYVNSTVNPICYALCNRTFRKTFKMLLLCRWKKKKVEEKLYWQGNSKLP
CRFR2-BP ag: CRF-BP/CRF-R2 complex agonism; HEK293 CRF-R2/CRF-BP, calcium dye fluorescence (FLIPR); percent of saturating CRF peptide response; activation, % at 13.2 µM; 350,000 tested, 0.46% active;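 active = activation of at least 50%, plus an integration ratio under a set limit after plate pattern correction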;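 note: plate controls were neutral control wells without compound for no effect and CRF at EC100 for full effect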
M5 ag: CHRM5 agonism in calcium assay. CHO-K1 hM5 cells, Fluo-8 calcium fluorescence; 0% DMSO wells, 100% maximal acetylcholine response. activation, % at 3 µM. 360,000 tested, 0.19% active. AID 624037;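 active = activation above the run's mean over test compounds plus 3 SD, cut at about 23% in these data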;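 note: signal is peak over basal fluorescence ratio across the kinetic read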
CRFBP-R2 block: CRF-BP/CRF-R2 complex antagonism; AID 588475; 350,000 tested, 0.59% active; inhibition, % at 11.8 µM; HEK293 CRF-R2/CRF-BP, CRF-induced calcium fluorescence;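 active = inhibition of the ligand-induced calcium signal above about 50% at the single tested concentration, limit read from the data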
CHRM4 PAM: positive allosteric modulators of human muscarinic M4 receptor; P08173; CHO-K1 hM4/Gqi5, Fluo-8 calcium fluorescence, ACh EC20; 0% = ACh EC20, 100% = maximal ACh; activation, % at 3 µM; 360,000 tested, 0.4% active;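 active = activation above its plate's cutoff, the mean activation of sample wells plus 3 SD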; note: some results filed as inactive read as strong as hits
TAAR1 antag: human TAAR1 antagonism. Q96RJ0. CHO RD-HGA16 TAAR1, Fluo-8 calcium fluorescence, antagonist. inhibition, % at 3 µM. 360,000 tested, 1.5% active. AID 624466;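 active = inhibition above a per-plate cutoff, the mean inhibition of test compounds on that plate plus 3 SD, cut at about 49% in these data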;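 note: 0% = DMSO plus EC80 beta-PEA response and 100% = DMSO alone without agonist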
Target sequence (Q96RJ0 whole entry, looked up): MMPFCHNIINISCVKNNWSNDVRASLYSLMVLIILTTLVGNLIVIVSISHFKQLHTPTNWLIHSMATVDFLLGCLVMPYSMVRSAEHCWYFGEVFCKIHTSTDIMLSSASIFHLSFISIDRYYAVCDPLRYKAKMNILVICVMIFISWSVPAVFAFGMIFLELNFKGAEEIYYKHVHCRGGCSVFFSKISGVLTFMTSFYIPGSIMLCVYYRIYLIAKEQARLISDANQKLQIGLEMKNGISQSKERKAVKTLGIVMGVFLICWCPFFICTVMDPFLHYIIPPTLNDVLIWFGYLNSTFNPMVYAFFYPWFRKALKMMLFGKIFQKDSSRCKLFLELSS
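Material: RD-HGA16 CHO cells with stable hTAAR1 and Gα16; Dosing: single nominal final test compound concentration of 3 µM; Schedule: seeding 17-24 h prior, 75-min 37 °C, 30-min RT dye loading; Detection: kinetic Fluo-8 calcium fluorescence measurement; Measure: % inhibition from peak post-agonist over basal fluorescence ratio; Benchmarks: vehicle and agonist controls.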
TAAR1 ag: agonists of human TAAR1 | 360,000 tested, 0.99% active | AID 624467 | activation, % at 3 µM | Q96RJ0 | CHO RD-HGA16 TAAR1, Fluo-8 calcium fluorescence; vehicle wells 0%, saturating PEA agonist 100%;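 active = activation above the mean activation of all test compounds in the run plus 3 SD, cut at about 38% in these data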
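Assay system – CHO-derived RD-HGA16 cells with stable Gα16 and human TAAR1 · Compound dosing – one-point dosing at 3 µM (nominal) · Incubation – 17-24 h seeding, 75 min 37 °C dye, 30 min RT · Measured by – kinetic Fluo-8 calcium fluorescence · Control set – DMSO vehicle as 0%, PEA at EC100 as 100% · Repeats – single well for each compound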
M1 PAM parental: M1 PAM counterscreen hit in parental CHO-K1 cells | ATP EC20, Fluo-8 calcium fluorescence; 0% at ATP EC20, 100% at ATP max | activation, % at 3 µM | 360,000 tested, 0.02% active | AID 602247;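 active = activation above the run cutoff, the mean activation of all test compounds plus 3 SD, cut at about 40% in these data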;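 note: peak over basal fluorescence ratio in a 140 s read after ATP addition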
M5 PAM: potentiates acetylcholine response at human M5 receptor. P08912. CHO-K1 hM5, Fluo-8 calcium, ACh EC20 PAM; 0% = ACh EC20, 100% = ACh EC100. activation, % at 3 µM. 360,000 tested, 0.3% active;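 active = activation above the run cutoff, the mean activation of all test compounds plus 3 SD, cut at about 18% in these data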
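Probe or stimulus: acetylcholine, EC20 level; Assay system: human M5 receptor in CHO-K1 cells; Schedule: compound preincubation 140 s before EC20 acetylcholine addition; Technique: intracellular calcium via Fluo-8 fluorescence; Dosing: single-point, 3 µM nominal; Read-out basis: percent activation from peak-over-basal fluorescence ratio, scaled EC20-to-EC100 acetylcholine; Repeats: one well per compound, no replicates.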
The depositor's hits bear a star; . = not tested or not shown. Hits appear at their usual frequency; any-hit rate near 4.2%.

Sequence of screens – M5 antag	CRFR2-BP ag	M5 ag	CRFBP-R2 block	CHRM4 PAM	TAAR1 antag	TAAR1 ag	M1 PAM parental	M5 PAM
COc1ccc(NC(=O)COC(=O)Cc2coc3cc(OC)ccc23)c(OC)c1
    15.1	-3.1	-1.2	8.0	3.9	-18.1	4.9	25.4	-3.9
CCOC(=O)C1[C@H]2C(=O)N(CCCOC)C[C@]23C=C[C@H]1O3 (stereo partly specified)
    3.5	1.1	-2.4	-7.4	-5.3	4.7	10.0	1.5	-9.6
CCOC(=O)c1ccc(N2CSC3=C(C#N)C(c4ccc(OC)cc4OC)CC(=O)N3C2)cc1 (stereo unspecified)
    5.1	5.7	-0.4	-0.8	-3.3	7.3	-1.1	-6.5	-0.1
N#Cc1cn(-c2ccccc2)nc1-c1ccc2c(c1)OCCO2
    -14.3	0.3	-9.8	11.2	4.9	16.4	0.3	18.8	12.4
COc1cccc(CC(=O)Nc2nc(C)cs2)c1
    5.9	0.0	-3.0	-12.0	2.9	3.7	2.5	22.3	2.5
O=C(NCCc1ccc2c(c1)OCCO2)c1cc(F)cc(F)c1
    8.1	-1.6	5.1	-4.5	-7.7	8.4	4.3	-11.9	-9.1
CCCN1C(=O)SC(CC(=O)Nc2ccccc2C)C1=O (stereo unspecified)
    0.3	0.0	-0.3	-9.3	8.2	-13.2	4.5	17.4	-2.1
Cc1ccc(S(=O)(=O)N2CCCCC2)cc1C(=O)Nc1ccc2cn[nH]c2c1
    -2.9	-0.5	2.2	-9.0	2.0	4.3	7.3	21.1	-1.6
CCc1nn(C(C)C(=O)NC(C)CCc2ccco2)c(=O)c2cc3occc3n12 (stereo unspecified)
    0.6	2.0	-4.0	-9.2	-0.6	.	.	2.4	1.8
CCC(=O)Nc1ccc(Oc2ccc3c(c2)C(=O)NC3=O)cc1
    5.1	0.0	0.7	-4.7	9.4	-4.1	2.4	3.1	-3.3
COc1ccccc1NS(=O)(=O)c1ccc(C(=O)NCC(c2ccco2)N(C)C)cc1 (stereo unspecified)
    -1.2	-0.5	-3.5	-0.3	-7.1	-12.9	1.8	2.5	1.3
COc1ccc(N2CCN(C(=O)c3cccc(N4C(=O)C5C6C=CC(C6)C5C4=O)c3)CC2)cc1 (stereo unspecified)
    -1.8	1.7	0.7	-0.2	4.7	-0.8	5.7	7.7	-4.7
O=C(Nc1ccc(F)c(Cl)c1)NC1CC1
    5.1	0.3	-2.5	5.3	3.8	104.8*	1.8	18.2	-4.5
Cc1c(CCC(=O)O)c(=O)oc2cc3occ(-c4ccc(F)cc4)c3cc12
    37.5*	-2.2	-1.0	10.3	5.1	-2.0	12.2	-7.8	35.5*
O=C1CCC(C(=O)N2CCN(c3cnccn3)CC2)CN1CCc1cccc(F)c1 (stereo unspecified)
    9.9	2.8	-2.3	7.7	-1.9	0.9	0.4	-8.9	-3.8
CCn1c(C(O)c2cc(OC)ccc2OC)nc2ccccc21 (stereo unspecified)
    7.8	-0.2	0.4	6.2	0.9	-9.5	3.1	4.0	0.5
NC(=O)[C@@H]1CC2(CC(c3cccc(NC(=O)[C@H]4CCC(=O)N4)c3)=NO2)CN1C(=O)c1ccc(Cl)cc1 (stereo partly specified)
    5.3	-1.0	2.2	2.4	1.5	-10.4	12.4	12.1	-0.8
Cc1cc(S(=O)(=O)NCCN(C)C)c(C)s1
    2.9	0.4	-3.8	-17.9	0.0	4.6	4.7	2.4	-7.9
CC1(C)OC(=O)N(c2ccccn2)C1(C)O (stereo unspecified)
    -2.2	3.5	1.1	-16.5	-0.3	-7.8	14.3	14.1	5.1
CC(=O)Nc1ccc(S(=O)(=O)N2CCN=C2c2ccccc2)cc1
    5.5	-0.7	-4.8	21.9	-1.8	-14.2	-0.3	-3.0	5.5

Whole records, quoted from the list. Order of values: M5 antag	CRFR2-BP ag	M5 ag	CRFBP-R2 block	CHRM4 PAM	TAAR1 antag	TAAR1 ag	M1 PAM parental	M5 PAM
O=C(NCCc1ccc2c(c1)OCCO2)c1cc(F)cc(F)c1 across the screens: 8.1	-1.6	5.1	-4.5	-7.7	8.4	4.3	-11.9	-9.1
CCc1nn(C(C)C(=O)NC(C)CCc2ccco2)c(=O)c2cc3occc3n12 (stereo unspecified) across the screens: 0.6	2.0	-4.0	-9.2	-0.6	.	.	2.4	1.8

Continuation.
Sequence of screens – M5 antag	CRFR2-BP ag	M5 ag	CRFBP-R2 block	CHRM4 PAM	TAAR1 antag	TAAR1 ag	M1 PAM parental	M5 PAM
C=CCOc1cccc(C2C(C(=O)c3ccco3)=C(O)C(=O)N2CCN2CCOCC2)c1 (stereo unspecified)
    5.8	-1.0	-2.2	-13.7	1.9	2.2	-1.1	7.6	-6.4
O=C1NCCN(Cc2ccc(-c3ccccc3)cc2)C1CC(=O)N1CCN(CCO)CC1 (stereo unspecified)
    5.6	0.9	5.1	16.4	-6.4	-6.5	5.1	7.4	-7.5
O[C@H]1CN(Cc2cccs2)[C@@H](c2ccc(Cl)cc2)C[C@@H]1n1cc(C2CC2)nn1
    -4.5	0.4	-0.1	-16.1	7.3	-0.2	2.6	1.8	-0.6
CCCCN(C)C(=O)CC(NS(=O)(=O)c1ccc(NC(C)=O)cc1)C(C)C (stereo unspecified)
    6.2	-1.3	-2.2	4.1	-2.6	-8.3	-0.1	-1.7	-4.4
CC(=O)Nc1ccc(NC(=O)Nc2cccc(C)c2C)cc1
    -11.9	-0.8	-0.8	12.7	2.1	1.8	17.8	20.0	6.3
COc1ccccc1Nc1nc(N)nc(CSC(=S)N2CCN(c3ccccc3)CC2)n1
    8.4	2.3	-1.7	0.2	5.7	-5.5	-0.8	-9.0	5.5
O=S(=O)(c1ccc(SCCOc2ccc(Br)cc2)nc1)N1CCCC1
    19.1	10.9	2.2	-2.5	13.6	-2.0	10.9	8.6	-3.7
COC(=O)c1c(-c2ccccc2)oc2c1C(OCCO)CCC2 (stereo unspecified)
    -5.0	.	0.3	.	-0.3	-6.9	6.5	-0.1	1.0
CC(OC(=O)CC1CC2CCC1C2)C(=O)Nc1ccc(C(N)=O)cc1 (stereo unspecified)
    -11.1	4.3	14.2	3.5	6.0	5.8	16.4	2.4	8.9
CCc1nnc(NC(=O)CSc2nnc3c(n2)[nH]c2ccccc23)s1
    -27.5	-4.0	4.9	2.8	13.3	-3.1	3.8	5.2	11.9
COCCNC(=O)C1(C)CCCN(CC(=O)c2ccc(OC)cc2)C1 (stereo unspecified)
    5.6	.	0.8	.	9.8	-6.3	1.5	-2.5	-5.1
CCN1CCN(C(c2ccccc2F)c2nnnn2Cc2ccc3c(c2)OCO3)CC1 (stereo unspecified)
    1.8	1.5	-8.6	-28.9	1.3	7.7	7.5	5.7	-5.6
CC1=CC(=O)C=C(C)C1=NOc1ccccc1[N+](=O)[O-]
    -3.5	-0.6	1.9	8.2	-2.1	-4.8	2.4	16.9	2.5
COc1ccc(N2CCN(Cc3nnnn3C3CCCCC3)CC2)cc1
    8.0	8.3	-3.7	-25.6	3.3	16.0	1.4	19.1	1.2
CCOC(=O)c1cc(=O)c2ccc(OCC(=O)Nc3ccccc3)cc2o1
    3.8	1.0	5.0	-8.9	7.8	26.5	7.9	-10.9	-5.4
O=C(CN1C(=O)c2ccccc2C1=O)Nc1ccccc1C(=O)N1CCCC1
    -4.5	-0.3	-1.3	6.2	12.4	4.5	2.0	18.6	-0.1
CCOc1ccccc1/C=C/c1onc(C)c1S(=O)(=O)N1CCC(C(=O)N(CC)CC)CC1
    9.8	1.2	-4.2	10.2	-5.0	-28.3	-1.2	14.2	-0.9
Cc1ccccc1NC(=O)OCc1ccccc1
    5.1	0.2	-2.9	-4.9	1.0	-0.1	0.1	4.7	0.4
CN(C)CCNC(=O)c1nn(C)c2c1CCc1ccccc1-2
    16.5	-1.5	-0.4	3.5	-2.1	-1.3	4.5	8.2	-7.8
O=C(Nc1ccc2c(c1)OCCO2)C(C1CC1)N1CCC(Cc2ccccc2)CC1 (stereo unspecified)
    1.7	.	-8.0	.	-15.2	-14.3	0.9	22.9	-5.2
CC(N)c1csc(Nc2cc(Oc3ccccc3)ncn2)n1 (stereo unspecified)
    2.2	.	-1.6	.	0.5	-3.4	5.5	14.8	-3.0
Cc1cc(NC(=O)CSCC(=O)NC(C)c2ccccc2)no1 (stereo unspecified)
    9.5	-3.4	1.8	20.9	6.5	27.3	-1.9	-20.3	-9.1
CCCCSc1nc2ccc(Nc3nc(N4CCOCC4)nc(N4CCOCC4)n3)cc2s1
    -9.0	0.1	2.7	-18.4	24.3*	24.3	4.5	-2.5	-3.4
Fc1ccc(N2CCN(Cc3ccccn3)CC2)cc1
    2.3	0.2	-1.3	22.8	-4.6	-3.5	1.6	14.2	0.6
CCOC(=O)c1c(C)c(C(=O)Nc2ccc(N(C)C)cc2)c(C)n1CC
    4.4	-1.3	-0.5	16.6	8.7	5.1	7.5	12.1	1.3
O=C(c1ccccc1)N1CCN(C(=S)NCCc2ccccc2)CC1
    3.4	-0.8	-1.1	0.1	3.8	0.4	6.7	7.5	0.5
CCc1ccc(/C=C/C(=O)c2ccc(S(=O)(=O)N(C)C)cc2)cc1
    -5.2	0.6	-2.1	-71.8	-0.6	0.8	0.0	-5.0	16.2
COCCn1c(SCC(=O)Nc2ncc(Cl)c(C)c2Cl)nc2ccccc21
    7.7	-1.2	-1.2	1.2	4.5	-10.9	7.1	0.1	-4.0
CC(Sc1nnnn1-c1ccccc1)C(=O)Nc1ccccc1-c1ccccc1 (stereo unspecified)
    3.9	-0.2	-3.9	54.5*	-0.7	-5.0	-0.3	12.3	-0.6
Cc1ccc(S(=O)(=O)N2CC3(O)CN(C(=O)OC(C)C)N(C(=O)OC(C)C)CC3(OC(=O)NC3CC3)C2)cc1 (stereo unspecified)
    9.1	.	3.1	.	-2.2	42.8	5.8	-4.3	-14.1
COc1ccc(OCCNc2cc(N3CCOCC3)ccc2[N+](=O)[O-])cc1
    1.0	-0.5	-7.2	0.9	-4.8	26.8	6.1	23.3	-34.4
O=C(O)CCSc1ccccn1
    -7.8	-0.8	0.6	12.3	12.7	-4.2	3.7	-10.0	3.3
CC(C)OC(=O)C1CC=CCC1C(=O)Nc1ccc(Cl)cc1 (stereo unspecified)
    -17.4	-0.2	-8.3	-4.6	17.2	-1.3	11.4	20.4	-2.5
COc1ccc(S(=O)(=O)N2CCOC23CCN(C(=O)c2ccccc2OC)CC3)cc1
    14.2	-2.9	-3.5	20.7	2.4	-11.5	7.7	3.6	1.4
CCCCOC(=O)Nc1nc(C)c(C(=O)OCC)s1
    1.6	0.3	-0.6	-4.8	-3.6	4.5	5.2	-0.6	1.1
CC(c1nc2ccccc2[nH]1)n1c(-c2ccncc2)nc2ccccc21 (stereo unspecified)
    1.7	.	-0.2	.	3.5	-18.2	-0.2	.	0.8

Compound activity (PubChem BioAssay)
